# Screening results deposited in PubChem by Sanford-Burnham Center for Chemical Genomics.
# DUSP3 inh = VHR1 phosphatase inhibitors, primary screen, biochemical, colorimetric, HTS; Dual specificity protein phosphatase 3 (Homo sapiens), P51452; recombinant VHR phosphatase, colorimetric substrate read-out; inhibition, % at 20 µM; 0.7% of 50,000 active; in the data active means inhibition above about 60%; further: some results filed as inactive read as strong as hits
# Target sequence (P51452 whole entry, looked up): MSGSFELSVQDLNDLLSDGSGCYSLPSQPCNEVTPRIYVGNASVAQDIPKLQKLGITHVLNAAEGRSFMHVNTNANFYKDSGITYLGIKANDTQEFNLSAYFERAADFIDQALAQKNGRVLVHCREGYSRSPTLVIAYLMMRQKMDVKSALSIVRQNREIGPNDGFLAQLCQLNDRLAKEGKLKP
# * hit, by the source's call.
SMILES,DUSP3 inh
CC1=C(C(=O)OC(C)C)C(c2ccc(C)s2)NC(=O)N1C (centres undefined),-6
O=c1c2ccccc2c(-c2ccccc2)nn1-c1cc(N2CCN(CCO)CC2)ccc1[N+](=O)[O-],6
Cc1ccc(-c2csc(NC(=O)c3cccc([N+](=O)[O-])c3)n2)cc1,-46
COc1ccc(N2C(=O)c3ccccc3NC2c2ccc(Br)cc2)cc1 (centres undefined),-16
O=C1NN(c2ccccc2)C(=O)/C1=C\c1cccs1,3
Cc1ccc(C)c(NC(=O)c2ccc(-c3cccc(Cl)c3C)o2)c1,-6
Cc1nn2c3ccccc3n(C)c2c1C(=O)NN,-38
CN(C)C1=C/C(=N/S(=O)(=O)c2ccccc2)c2ccccc2C1=O,1
CS(=O)(=O)c1ccc2nc(NS(=O)(=O)c3ccc(F)cc3)sc2c1,7
Cc1ccc(N2C(=O)CC(N3CCN(c4ccccc4F)CC3)C2=O)cc1 (centres undefined),0
Cc1ccc(C2CC(C(F)(F)F)n3ncc(C(=O)Nc4ccc(C)c(C)c4)c3N2)cc1 (centres undefined),-4
COC(=O)c1ccc(N2CCOCC2)c([N+](=O)[O-])c1,-9
CCOc1cccc(-c2nc3cc(OC)c(OC)cc3c(=O)o2)c1,-14
CCCC(C)NC(=O)Cc1ccccc1 (centres undefined),-15
COc1cc(C(=O)Nc2ccc(Cl)cn2)cc(OC)c1OC,-8
O=S(=O)(c1ccc(Cl)cc1)c1ccc(Oc2ccc(Cl)cc2)cc1,-13
C=CCN1C(=O)NC(=O)/C(=C/c2cc(OC)c(OC(C)=O)c(OC)c2)C1=O,-18
CN1CCN(C(=O)c2nn3c(C(F)(F)F)cc(-c4ccco4)nc3c2Cl)CC1,3
Cc1ccc(-c2csc(NC(=O)c3ccc(C)c(C)c3)n2)cc1,-7
CCOC(=O)c1cnc(-c2ccccc2)nc1NC,-43
O=P(CCCO)(c1ccccc1)c1ccccc1,-11
CCOc1cc(/C=C2\C(=O)NC(=S)N(c3ccc(Br)cc3)C2=O)ccc1O,-25
Cc1ccc(CCC(=O)Nc2ccc([N+](=O)[O-])cc2)o1,-12
COc1ccc(S(=O)(=O)N/N=C/c2cn(Cc3ccccc3)c3ccccc23)cc1,0
Cc1oc2ccc(OC(=O)c3ccc([N+](=O)[O-])cc3)cc2c1C(=O)OC(C)C,-9
# Following part:
SMILES,DUSP3 inh
Cc1ccc(S(=O)(=O)c2nc(N)sc2Cl)cc1,-18
COc1ccccc1/C=N/NC(=O)C1CC(=O)N(c2ccccc2)C1 (centres undefined),11
O=C(/C=C/c1cccc([N+](=O)[O-])c1)NCCC12CC3CC(CC(C3)C1)C2,-5
CC1=C(C(=O)OCC(F)(F)F)C(c2cccc(Cl)c2)NC(=O)N1 (centres undefined),-10
Cc1ccccc1NC1(c2ccccc2Cl)C(=O)c2ccccc2C1=O,-3
CCOC(=O)c1c(NC(=O)CC2SC(N)=NC2=O)sc2c1CCCC2 (centres undefined),10
Cc1ccc(NC(=O)CN2CCOCC2)c(C(=O)c2ccccc2)c1,7
COc1ccccc1C(=O)N1CCN(Cc2ccccc2Br)CC1,17
O=C(C#Cc1ccccc1)Nc1ccc(Cl)cc1,-2
O=C1c2ccc(-c3nc4ccccc4c(=O)o3)cc2C(=O)N1c1ccccc1[N+](=O)[O-],-8
CCN(CC)C(=O)CN(c1ccc(Oc2ccccc2)cc1)S(C)(=O)=O,-6
CCOC(=O)C(=CNc1ccc(OC)c(OC)c1)C(=O)OCC,-12
COc1ccc(S(=O)(=O)NC(C)C2C3CC4CC(C3)CC2C4)cc1 (centres undefined),-16
CCCOc1cccc(NC(=O)c2ccc(C)o2)c1,-73
O=C(N1CCN(c2ccc([N+](=O)[O-])cc2)CC1)S(=O)(=O)c1ccccc1,-6
Oc1[nH]c2ccccc2c1N=Nc1nc(-c2ccccc2)c2cc(Br)ccc2n1,50
Cc1ccc(C(=O)O)cc1NC(=O)CCCC(=O)O,-2
CC12CCC(C(=O)N(c3cccc(O)c3)C1=O)C2(C)C (centres undefined),-4
COc1ccc2nc(NC(=O)Cc3ccccc3)sc2c1,-33
CC(=O)N1CCN(c2ccc(NC(=O)c3cc(Cl)ccc3Cl)cc2)CC1,-5
COc1ccc(C2CC(=O)C3=C(C2)Nc2ccccc2NC3c2cc(Br)ccc2OC)cc1 (centres undefined),6
COc1ccc(OC)c(NC(=O)c2ccccc2[N+](=O)[O-])c1,-20
COc1cc(C(=O)N/C(=C/c2ccc(N(C)C)cc2)C(=O)Nc2ccc(C)cc2)cc(OC)c1OC,8
CCOc1ccc(N(CC(=O)NCCSc2ccccn2)S(C)(=O)=O)cc1,20
CN(C)c1ccc(/C=C2\SC(N3CCN(C(c4ccccc4)c4ccccc4)CC3)=NC2=O)cc1,-1
# Continuation.
SMILES,DUSP3 inh
O=C(CSc1nnc(-c2ccccc2)c(-c2ccccc2)n1)N1CCOCC1,-1
CCOc1cc(/C=N/NC(=O)CSc2nnc(-c3ccccc3)n2-c2ccccc2)ccc1O,2
C=CCN1C(=O)/C(=C\c2cc(Br)c(OCc3ccc(F)cc3)c(OC)c2)SC1=S,-20
CCn1c2ccccc2c2cc(CN3CCN(Cc4cccc(OC)c4)CC3)ccc21,4
CCOC(=O)C1=C(O)/C(=C/c2cccc(OC)c2O)N=C1C,2
CC1=CC(C)(C)N(C(=O)C(Cc2ccccc2)N2C(=O)c3ccccc3C2=O)c2ccccc21 (centres undefined),-36
O=C(O)c1cc(NC(=O)c2ccco2)cc(C(=O)O)c1,2
C/C(=C\C(=O)OC1CC(C)(C)NC(C)(C)C1)NC1CC(C)(C)NC(C)(C)C1,1
Cc1cc(C=NNC(=O)CC#N)c(C)n1-c1ccc(Cl)c(Cl)c1,26
O=C(Cc1ccccc1[N+](=O)[O-])N1CCN(c2ccc(F)cc2)CC1,-22
COc1cccc(CN2CCN(C3CCC(C)CC3)CC2)c1 (centres undefined),8
CC(=O)Nc1ccc(NC(=O)CSc2nc3ccccc3o2)cc1,-18
COc1cccc(NC(=O)/C(=C/c2ccccc2)c2ccccc2)c1,-19
O=C(CC(c1ccccc1)c1ccccc1)c1ccc2c(c1)OCCO2,-22
COc1ccc(S(=O)(=O)CCc2nnc(-c3ccc(Br)cc3)o2)cc1,3
COCCNC(=O)/C(=C\C=C\c1ccccc1)NC(=O)c1ccc(C)cc1,13
Cc1ccc(/C(O)=C2\C(=O)C(=O)N(CCCC(=O)O)C2c2ccc3c(c2)OCO3)cc1 (centres undefined),9
CC(=O)N/C(=C/c1ccc2c(c1)OCO2)C(=O)NC(Cc1ccccc1)C(=O)O (centres undefined),-7
COc1ccc(/C=C2\CCC/C(=C\c3ccc(OC)c(OC)c3)C2=O)cc1OC,-17
Cc1cccc(OCC(=O)Nc2cccc(C(F)(F)F)c2)c1C,-10
Cc1cc(C(=O)N/N=C/c2c(Cl)cccc2Cl)n[nH]1,1
O=C(NCc1cccs1)C(=O)Nc1ccccc1,-9
CCOc1ccc2nc(NC(=O)c3ccccc3C(=O)O)sc2c1,-30
O=C(CN1C(=O)c2ccccc2C1=O)Nc1ccc(F)c(F)c1,-12
O=S(=O)(NC1c2ccccc2Oc2ccccc21)c1ccccc1,-15

# Reformatted with each value named: 3 of the compounds above
COc1cc(C(=O)N/C(=C/c2ccc(N(C)C)cc2)C(=O)Nc2ccc(C)cc2)cc(OC)c1OC
  DUSP3 inh: 8
CCOc1ccc(N(CC(=O)NCCSc2ccccn2)S(C)(=O)=O)cc1
  DUSP3 inh: 20
CN(C)c1ccc(/C=C2\SC(N3CCN(C(c4ccccc4)c4ccccc4)CC3)=NC2=O)cc1
  DUSP3 inh: -1

# As a working copy, some entries already given.
SMILES,DUSP3 inh
CC1=C(C(=O)OC(C)C)C(c2ccc(C)s2)NC(=O)N1C (centres undefined),-6
O=c1c2ccccc2c(-c2ccccc2)nn1-c1cc(N2CCN(CCO)CC2)ccc1[N+](=O)[O-],6
Cc1ccc(-c2csc(NC(=O)c3cccc([N+](=O)[O-])c3)n2)cc1,-46
COc1ccc(N2C(=O)c3ccccc3NC2c2ccc(Br)cc2)cc1 (centres undefined),-16

# Other structures follow:
SMILES,DUSP3 inh
COC(=O)C1=C(C)NC2=C(C(=O)CC(c3ccccc3)C2)C1c1ccccc1 (centres undefined),-12
CCCOc1cccc(C(=O)Nc2scc(-c3ccc(C)cc3)c2C(=O)OC)c1,8
COc1cc(NC(=O)c2cc([N+](=O)[O-])ccc2N2CCCCCC2)c2ncccc2c1,-8
O=C(NCCCN1CCOCC1)/C(=C/c1ccc(-c2ccc(Cl)cc2)o1)NC(=O)c1ccccc1,-5
Cc1cc(C)nc(SCC(=O)Nc2ccc(Cl)cc2)n1,4
O=C(COc1ccccc1Cl)Nc1cccc(NC(=O)c2ccccc2)c1,5
NC(=O)c1cccc(NC(=O)c2ccccc2C(=O)O)c1,-3
CC(Sc1nc2ccc(Br)cc2c(=O)n1-c1ccccc1)c1ccccc1 (centres undefined),-4
COc1ccccc1N1C(=O)c2cccc3c(N(C)C)ccc(c23)C1=O,-2
COC(=O)C1=C(C)N(CC(C)C)C(=O)/C1=C\c1cccc([N+](=O)[O-])c1,23
O=C(NC(=S)Nc1ccc(Cc2ccncc2)cc1)c1ccc(Cl)cc1,-8
Cc1occc1C(=O)NCCc1cccc(Cl)c1,1
O=C(/C=C(/O)c1ccc(Cl)cc1)C(=O)Nc1ccccc1,-4
COc1ccc(OCCC(=O)c2ccc(OC)c(OC)c2)cc1,-8
COc1ccc(/C(N)=N/OC(=O)c2cccc([N+](=O)[O-])c2C)cc1OC,-9
Cc1ccccc1N=C(NOCc1ccccc1)c1nonc1N,26
COc1ccc(/C=C/C(=O)N2CCC(CN3C(=O)c4cccc5cccc(c45)C3=O)CC2)cc1OC,-12
CCOC(=O)C(=CNc1cc(OC)c(Cl)cc1OC)C(=O)OCC,-16
COc1ccc(CN2CCN(C3CCCC3)CC2)c(OC)c1OC,9
COc1ccc(OC)c(NC(=O)c2cccc(C)c2)c1,-30
Clc1cccc(NCc2ccncc2)c1,8
Cc1cc(C)c(N2C(=O)c3ccccc3C2=O)c(C)c1,6
CCC(C)c1ccc(OCCOc2ccc(Cl)cc2/C=N/n2cnnc2)cc1 (centres undefined),-2
COc1ccc(/C=C2/SC(=Nc3ccccc3)NC2=O)cc1O,-2
COc1ccc(C=C(C#N)C#N)cc1O,-20

# Arranged by length of the SMILES (falling): 7 of the compounds above.
SMILES,DUSP3 inh
COc1cc(NC(=O)c2cc([N+](=O)[O-])ccc2N2CCCCCC2)c2ncccc2c1,-8
COc1ccccc1N1C(=O)c2cccc3c(N(C)C)ccc(c23)C1=O,-2
CCOC(=O)C(=CNc1cc(OC)c(Cl)cc1OC)C(=O)OCC,-16
O=C(/C=C(/O)c1ccc(Cl)cc1)C(=O)Nc1ccccc1,-4
COc1ccc(/C=C2/SC(=Nc3ccccc3)NC2=O)cc1O,-2
COc1ccc(OCCC(=O)c2ccc(OC)c(OC)c2)cc1,-8
Cc1occc1C(=O)NCCc1cccc(Cl)c1,1

# Following part.
SMILES,DUSP3 inh
CC(=O)Oc1ccc2ccccc2c1C(NC(=O)Cc1ccccc1)c1ccco1 (centres undefined),15
CC1(C)CC(=O)C2=C(C1)Nc1ccccc1N(C(=O)c1ccccc1)C2c1cccc([N+](=O)[O-])c1 (centres undefined),-23
N#Cc1cc2c(nc1SCc1ccc(Br)cc1)CCCC2,5
O=C1c2ccccc2NC(c2ccccc2)N1c1ccc(Cl)cc1 (centres undefined),99
C=CCOc1c(Br)cc(/C=C2/N=C(c3ccccc3)OC2=O)cc1OC,0
CCNC(=O)C(=O)Nc1ccc(Cl)cc1,3
CC(=O)C1=C(O)CC(C)(C)CC1=NCCc1ccccc1,5
O=C(c1ccc(Cl)cc1)N1CCN(c2ccc(C(F)(F)F)cc2[N+](=O)[O-])CC1,12
Cc1ccc(-c2csc(/C(C#N)=C/c3cccc4ccccc34)n2)cc1,4
Fc1ccc(-c2csc(Nc3ccc4c(c3)OCO4)n2)cc1,-19
Cc1ccc(O)c2nc(/C=C/c3ccccc3N)ccc12,-22
Cc1ccc(OCCOc2ccccc2/C=C2/SC(=S)N(C)C2=O)cc1,-6
O=C(/C=C/c1ccc2c(c1)OCO2)c1ccc(I)cc1,10
O=C(O)CCSc1nc2ccc([N+](=O)[O-])cc2s1,-6
O=C1CS/C(=N/N=C/c2ccccc2[N+](=O)[O-])N1,-8
COc1ccc(N(CC(=O)Nc2ccc(C)cc2)S(C)(=O)=O)cc1Cl,-22
COc1ccc(-n2nc3cc(C)c(NC(=O)c4ccc5c(c4)OCCO5)cc3n2)cc1,-6
CCCOC(=O)C1=C(C)NC2=C(C(=O)CC(C)(C)C2)C1c1ccc(Cl)c([N+](=O)[O-])c1 (centres undefined),-3
O=C(Nc1ccc2ccccc2c1)c1cc([N+](=O)[O-])ccc1Br,-10
CN(C)c1ccc(NC(=O)Cc2ccccc2[N+](=O)[O-])cc1,2
CC(C)CCSc1nc2sc3c(c2c(=O)n1Cc1ccccc1)CCC3,-20
COc1ccc(C=NCC2COc3ccccc3O2)cc1OC (centres undefined),-22
COc1ccc(N(CC(=O)Nc2cccc(Cl)c2)S(=O)(=O)c2ccc(OC)c(OC)c2)cc1,-41
Cc1cc(/C=C2\C(=O)NC(=O)N(c3ccccc3F)C2=O)c(C)n1C,-3
Cn1c(O)c(/C=N/c2ncc(C(F)(F)F)cc2Cl)n(C)c1=S,3
# (list continues)
SMILES,DUSP3 inh
Cc1ccc(C(=O)Nc2ccccc2)cc1[N+](=O)[O-],-8
CC(=O)N1CCN(c2ccc(C(=O)c3cccc(F)c3)cc2)CC1,-9
COC(=O)c1cc(NC(=O)Cc2ccccc2)cc(C(=O)OC)c1,-9
CC(C)COc1ccc(C(=O)Nc2ccc(Cc3ccncc3)cc2)cc1,5
COC(=O)CN1C(=O)C(=C(C#N)C#N)c2ccccc21,-9
CCCN=C(CCC)C1=C(O)C(C(=O)OC)C(C)(C)CC1=O (centres undefined),-10
CCCC1=NN2C(=N)/C(=C/c3ccc(-c4ccc(C(=O)OCC)cc4)o3)C(=O)N=C2S1,-10
CC(=O)c1ccc(NC(=O)CSc2nnc(NC(=O)CN3CCOCC3)s2)cc1,1
COc1ccc(C=C2C(=O)N(c3ccccc3)C(=S)N(c3ccccc3)C2=O)c(OC)c1,2
O=C(Nc1ccccc1)C1C2C3CCC(C3)C12 (centres undefined),-5
O=S(=O)(c1ccccc1)N1CCN(c2ccccn2)CC1,1

# Not all compounds are listed; count on the stated rates, not on these rows.
